Assay outcomes (PubChem)
PglD inh: C. jejuni PglD acetyltransferase inhibitors, primary screen, biochemical, DTNB colorimetric, single point; UDP-N-acetylbacillosamine N-acetyltransferase PglD (Campylobacter jejuni); purified PglD enzyme, DTNB colorimetric CoA detection; inhibition, % at 12.5 µM; 0.098% of 360,000 active; AID 602405, 2012; in the data active = inhibition above about 16%, passing the limit was not always enough; also: strong numbers were not always called active
C2C12 statin: suppressors of statin myotoxicity in C2C12 myotubes, primary screen, cell-based, single point, plate reader; C2C12 myotubes + simvastatin, ATP luminescence, 48 h; scaled: DMSO 0, geranylgeraniol control 100; rescue of ATP level, % at 7.49 µM; 0.78% of 330,000 active; AID 602340, 2012;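 active = mean ATP rescue above about 67%, or every replicate alone reaching that limit, limit read from the data, passing the limit was not always enough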;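 also: myotubes were challenged with 10 µM simvastatin during compound exposure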
PGC1a acetyl inh: inhibitors of PGC1a acetylation signal, primary screen, cell-based, U2OS, AlphaScreen, inhibitor mode; AlphaScreen anti-acetyl-lysine; with virally co-expressed GCN5 acetyltransferase; inhibition, % at 15.6 µM; 0.17% of 350,000 active; AID 651687, 2012;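 active = every replicate shows inhibition of at least 40%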;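 also: 0% = neutral control wells and 100% = positive control wells; some results beyond the cut were filed as inactive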
LGR2 inh: inhibitors of bursicon-induced LGR2 CRE-luciferase signal, primary screen, cell-based, HEK293, CRE-luciferase reporter, bursicon stimulation; Drosophila bursicon receptor LGR2 (rickets); bursicon-stimulated, 4 h; inhibition, % at 9.99 µM; 0.35% of 380,000 active; AID 720647, 2013;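 active = drop in luminescence signal, shown as inhibition above about 50% in the replicate tests, limit read from the data, passing the limit was not always enough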;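 also: agonist challenge used bursicon conditioned medium at about half maximal strength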
GSIS activator: GLuc luminescence reporter in INS-1E cells, primary screen for activators of glucose-dependent secretion of insulin | INS-1E GLuc reporter insulin secretion, 2-3 h | 0.61% of 370,000 active | AID 743287, 2014 | activation, % at 16.6 µM;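 active = lowest replicate activation of at least 40%, so every replicate reaches that level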;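 also: 0% = median of neutral control wells and 100% = median of IBMX positive control wells; some compounds called inactive have numbers as strong as hits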
PAX8 inh HTS: inhibitors of PAX8-driven TPO luciferase reporter, primary screen, RMG-I cells, single concentration; 1.2% of 360,000 active; SteadyGlo, 24 h; AID 652154, 2013; inhibition, % at 12.6 µM;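 active = mean replicate inhibition at least 60% with every replicate also reaching 60%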;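 also: luciferase light reporting Pax8 driven TPO promoter activity; plate controls were median of neutral control wells for no effect and mitoxantrone controls for full effect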
Cneo AK release: Cryptococcus neoformans cell lysis inducers, primary screen, AK release luminescence, single concentration; 0.2% of 360,000 active; C. neoformans lysis, adenylate kinase release luminescence, 4 h; normalised: neutral wells 0, clomiphene wells 100; lysis activity, % at 15 µM;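 active = mean lysis activity across replicates of at least 80%, whatever share of replicates individually reach that level; inactive = mean lysis activity below 80%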
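Schedule: static 4 h at 37 °C with compound, 1 h detection; system: C. neoformans cells; benchmarks: Clomiphene as positive control; buffer or medium: fresh YPD medium; measure: luminescence rise reflecting yeast cell lysis; measured by: luminescent adenylate kinase detection reagent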
ARNT-TACC3 inh: disruptors of ARNT/TACC3 protein interaction, primary screen, biochemical, AlphaScreen, single concentration. Transforming acidic coiled-coil-containing protein 3 (Homo sapiens), Q9Y6A5. AlphaScreen His-ARNT PAS-B/GST-TACC3 binding, luminescence; TACC3 fragment carries E629A point mutation. 0.66% of 390,000 active. inhibition, % at 9.99 µM. AID 623870, 2012;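 active = mean inhibition of replicates at least 50% and at least half of replicates each reaching 50%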;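 also: 0% = complete ARNT plus TACC3 wells and 100% = ARNT alone without TACC3; many hits fall short of the cut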
* hit, by the source's call; . = not tested or not shown; & = joins results of further samples.

1. COC(=O)c1cc(C(=O)NCc2ccccc2)c(=O)[nH]c1C
2. CC(C)C[C@@H](CO)N1CCN(Cc2cccnc2)CCC1=O
3. CCO[C@@H]1OC(C(=O)NCc2ccccc2)=C[C@H](c2ccc(Br)cc2)[C@H]1CCCO
4. C[C@H]1CN([C@@H](C)CO)C(=O)c2c(c3ccccc3n2C)-c2ccccc2CO[C@@H]1CN(C)S(=O)(=O)c1ccc(Cl)cc1
5. O=C(Nc1cccs1)Nc1ccc(Br)cc1F
6. O=C(NCCc1csc(-c2ccccc2)n1)c1cccs1
7. CCCCCC(=O)Nc1ccc(S(=O)(=O)NC2=NCCCCC2)cc1
8. Cc1cc(C)nc(-n2ncc3c2CC(c2ccc(F)cc2)CC3=O)n1 (stereo unspecified)

Assay by compound	1	2	3	4	5	6	7	8
PglD inh	.	1	2&7	-1	6	0	-2	0
ARNT-TACC3 inh	0	14	-6&-1	7	-1	.	-7	.
PAX8 inh HTS	-10	16	17&26	.	-17	-13	-2	22
GSIS activator	-5	16	-5	-7	-17	-21	-10	11
LGR2 inh	-8	-5	8	-12	-26	-13	8	-2
Cneo AK release	.	-2	-5&-3	-3	3	-4	0	-2
PGC1a acetyl inh	.	.	-1&-8	-2	5	.	5	15
C2C12 statin	.	-6	-53	.	-51	-14	33	1

9. CCOc1ccc(C2CC(c3ccc(F)cc3)n3ncnc3N2)cc1 (stereo unspecified)
10. O=C(C1CC(=O)N(c2ccc(F)c(Cl)c2)C1)N1CCOCC1 (stereo unspecified)
11. COc1ccc(N2CC(NC(=O)N3CCN(C(=O)c4ccco4)CC3)CC2=O)cc1OC (stereo unspecified)
12. Cc1nc(SC(C(=O)c2ccccc2)c2ccccc2)nc2ccccc12 (stereo unspecified)
13. Cc1oc(-c2ccc(Cl)cc2)nc1CS(=O)CC(=O)NC(C)c1ccccc1 (stereo unspecified)
14. O=C(CCCSc1nc2sc3c(c2c(=O)[nH]1)CCC3)NCCO
15. COc1ccc(C(=O)NC2CC(C)(C)Cc3c2cnn3-c2ccccc2)c(OC)c1 (stereo unspecified)
16. COCCCNC(=O)[C@@]1(Cc2ccccc2CN=[N+]=[N-])N=C(c2ccc(OCCCO)cc2)O[C@H]1c1ccccc1

Assay by compound	9	10	11	12	13	14	15	16
PglD inh	-1	0	-4	.	-2	-2	2	1
ARNT-TACC3 inh	.	.	-1	6	0	-1	4	1
PAX8 inh HTS	7	-11	-12	15	-10	.	27	-20
GSIS activator	-5	.	6	9	13	.	-42	.
LGR2 inh	5	1	-4	10	13	.	-3	.
Cneo AK release	1	1	7	.	0	-4	-1	54
PGC1a acetyl inh	-1	-3	-2	7	6	-12	-4	.
C2C12 statin	10	-5	10	.	1	2	.	.

17. Cc1ccccc1Cn1cc(S(=O)(=O)c2ccc(C(C)C)cc2)c(=O)c2cc3c(cc21)OCO3
18. O=C1CNC[C@@H]2[C@H](c3ccc(C#Cc4cccnc4)cc3)[C@H](CO)N12
19. CCN(CC(=O)Nc1c(F)cccc1F)C(=O)CNC(=O)c1ccc(C)s1
20. O=c1[nH]c(=O)c2nc3c4ccccc4c4ccccc4c3nc2[nH]1
21. CCC1Oc2ccc(C)cc2N(CC(=O)NCc2cccs2)C1=O (stereo unspecified)
22. C[C@H]1CN([C@@H](C)CO)C(=O)c2cc(NC(=O)Nc3ccc4c(c3)OCO4)ccc2O[C@@H]1CN(C)C(=O)Nc1ccc2c(c1)OCO2
23. CN(C(=O)CSc1nc(N)cc(=O)[nH]1)C1CCCCC1
24. C/C=C/c1ccc2c(c1)O[C@H](CN(C)S(=O)(=O)c1ccc(F)cc1)[C@H](C)CN([C@H](C)CO)S2(=O)=O

Assay by compound	17	18	19	20	21	22	23	24
PglD inh	5	.	1	.	.	2	0	2
ARNT-TACC3 inh	-7	.	0	37	-4	1	.	-5
PAX8 inh HTS	-7	-49	12	10	-11	0	14	6
GSIS activator	6	8	-2	-1	-14	23	3	-29
LGR2 inh	-1	0	28	-12	2	-13	-6	3
Cneo AK release	1	.	2	.	.	0	-1	0
PGC1a acetyl inh	-2	3	.	-2	-6	22	1	-13
C2C12 statin	7	.	-4	-9	.	-1	6	15

25. COc1ccc(S(=O)(=O)N(C)C[C@H]2Oc3ccc(NC(=O)Cc4ccccc4)cc3CC(=O)N([C@H](C)CO)C[C@@H]2C)cc1
26. Cc1c(C(=O)O)nn(-c2cccc(C(F)(F)F)c2)c(=O)c1C#N
27. CCCCCNC(=O)c1cc(S(=O)(=O)N2CCCC2)ccc1F
28. COc1cc2nc(C(C)(C)C)oc(=O)c2cc1OC
29. Cc1nc(Cl)sc1C(=O)Nc1ccc(C(C)(C)C)cc1
30. CCCNC(=O)COc1coc(CN2CCN(C(=O)c3ccco3)CC2)cc1=O
31. Cc1noc(C)c1S(=O)(=O)Nc1cccc2c1O[C@H](CN(C)Cc1ccc(C(=O)O)cc1)[C@H](C)CN([C@H](C)CO)C2=O
32. CCCCCOc1ccc(NC(=O)C(=O)NCCC2=CCCCC2)cc1

Assay by compound	25	26	27	28	29	30	31	32
PglD inh	3	-4	.	.	-9	5	1	10
ARNT-TACC3 inh	-1	1	-14	-6	-13	1	-7	1
PAX8 inh HTS	2	-9	1	0	-18	-9	.	.
GSIS activator	.	-4	0	7	-7	1	23	.
LGR2 inh	4	-11	-18	3	-75	-6	-2	.
Cneo AK release	1	-1	.	.	-17	6	3	-1
PGC1a acetyl inh	-1	.	.	.	-7	7	2	1
C2C12 statin	12	6	.	.	-32	1	.	-4

By substructure, the entries above containing a Cl atom
4. C[C@H]1CN([C@@H](C)CO)C(=O)c2c(c3ccccc3n2C)-c2ccccc2CO[C@@H]1CN(C)S(=O)(=O)c1ccc(Cl)cc1
10. O=C(C1CC(=O)N(c2ccc(F)c(Cl)c2)C1)N1CCOCC1 (stereo unspecified)
13. Cc1oc(-c2ccc(Cl)cc2)nc1CS(=O)CC(=O)NC(C)c1ccccc1 (stereo unspecified)
29. Cc1nc(Cl)sc1C(=O)Nc1ccc(C(C)(C)C)cc1

Assay by compound	4	10	13	29
PglD inh	-1	0	-2	-9
ARNT-TACC3 inh	7	.	0	-13
PAX8 inh HTS	.	-11	-10	-18
GSIS activator	-7	.	13	-7
LGR2 inh	-12	1	13	-75
Cneo AK release	-3	1	0	-17
PGC1a acetyl inh	-2	-3	6	-7
C2C12 statin	.	-5	1	-32

Carrying on.
33. O=C(CC1C(=O)CCCC1=O)c1ccccc1
34. CC(C)(C)c1cc[n+](C2=C([O-])c3ccccc3C(=O)/C2=N\S(=O)(=O)c2cccs2)cc1
35. NS(=O)(=O)c1ccc(Nc2nc3ccccc3nc2NS(=O)(=O)c2cccc([N+](=O)[O-])c2)cc1
36. C/C(=N\Nc1ccc([N+](=O)[O-])cc1[N+](=O)[O-])C(C)C(C)C (stereo unspecified)
37. COc1cc(NCCCn2cnc3c(OC)ncnc32)cc(OC)c1OC
38. O=C(CSc1ccc(-c2ccc3c(c2)OCO3)nn1)Nc1nccs1
39. C[C@H](CO)N1C[C@H](C)[C@H](CN(C)C(=O)c2ccccc2)OCCCC[C@H](C)Oc2ccc(N(C)C)cc2C1=O
40. CCCOC(=O)c1ccc(-c2c(C)noc2-c2ccc(OC)cc2O)o1

Assay by compound	33	34	35	36	37	38	39	40
PglD inh	.	-13	.	.	2	.	1	0
ARNT-TACC3 inh	1	.	10	10	.	2	4	1
PAX8 inh HTS	5	51	-8	-7	-24	-31	-4	.
GSIS activator	-5	-25	-12	-33	2	-8	0	.
LGR2 inh	-31	26	6	7	-15	-5	1	.
Cneo AK release	.	0	.	.	0	.	2	2
PGC1a acetyl inh	-43	5	.	.	6	16	-3	-8
C2C12 statin	.	.	.	.	9	7	22	.

41. CCCOc1ccc(/C=N/NC(=O)C2CC2)c(OCCC)c1
42. O=C(O)c1ccc(Cl)c(NCc2cccs2)c1
43. C[C@H]1CN([C@@H](C)CO)C(=O)c2cc(-c3cncnc3)cnc2O[C@H]1CN(C)Cc1ccncc1
44. Cc1cc(Cl)ccc1NC(=O)COC(=O)c1nc2nccc(C)n2n1
45. Cc1ccc(S(=O)(=O)N2CCC(=O)CC2c2ccccc2)cc1 (stereo unspecified)
46. Cc1cccc(NC(=O)Cn2cc(C=O)c3ccccc32)c1
47. COc1ccc(-c2noc(CCC(=O)Nc3cccnc3)n2)cc1OC
48. O=C(COC(=O)CNC(=O)c1ccccc1)Nc1ccccc1Cl

Assay by compound	41	42	43	44	45	46	47	48
PglD inh	3	-1	-1	.	-5	3	15	-9
ARNT-TACC3 inh	-14	-2	-10	3	-1	-8	-6	1
PAX8 inh HTS	19	11	.	17	5	40	.	3
GSIS activator	-6	15	8	-7	8	-4	66*	-16
LGR2 inh	3	2	-4	-4	11	15	-9	-3
Cneo AK release	-4	1	3	.	1	-4	-2	1
PGC1a acetyl inh	.	28	-6	-5	.	.	-3	.
C2C12 statin	-13	-2	8	.	-2	-6	-4	8

49. COC(=O)C[C@@H]1C[C@H]2c3cc(NC(=O)Nc4ccc(C(F)(F)F)cc4)ccc3O[C@H]2[C@H](CO)O1
50. CC(C)=CC(=O)Nc1ccccc1Br
51. C[C@H]1CN([C@@H](C)CO)S(=O)(=O)c2ccc(-c3ccc(F)cc3)cc2O[C@H]1CN(C)C(=O)C1CCOCC1
52. Cc1ccc(NS(=O)(=O)c2ccc(NC(=O)CN(c3cc([N+](=O)[O-])ccc3C)S(C)(=O)=O)cc2)c(C)c1
53. Cc1ccccc1-c1ccc2c(c1)O[C@@H](CN(C)C(=O)Nc1ccc(C(F)(F)F)cc1)[C@@H](C)CN([C@H](C)CO)S2(=O)=O

Assay by compound	49	50	51	52	53
PglD inh	0	.	3	-4	-5
ARNT-TACC3 inh	6	-3	-7	3	-7
PAX8 inh HTS	11	.	.	48	-28
GSIS activator	-22	-6	0	-11	-12
LGR2 inh	2	-9	-12	17	8
Cneo AK release	3	.	-3	14	1
PGC1a acetyl inh	-55	0	5	.	-12
C2C12 statin	-6	7	-4	.	13

Another view of some results above.
Under each structure – PglD inh | ARNT-TACC3 inh | PAX8 inh HTS | GSIS activator | LGR2 inh | Cneo AK release | PGC1a acetyl inh | C2C12 statin
24) C/C=C/c1ccc2c(c1)O[C@H](CN(C)S(=O)(=O)c1ccc(F)cc1)[C@H](C)CN([C@H](C)CO)S2(=O)=O
 : 2 | -5 | 6 | -29 | 3 | 0 | -13 | 15
25) COc1ccc(S(=O)(=O)N(C)C[C@H]2Oc3ccc(NC(=O)Cc4ccccc4)cc3CC(=O)N([C@H](C)CO)C[C@@H]2C)cc1
 : 3 | -1 | 2 | . | 4 | 1 | -1 | 12
